EBNA-1 inh: blocks EBNA-1 binding to DNA; inhibition, % at 14.8 µM; EBNA-1 DNA binding, fluorescence polarization; AID 1950; 300,000 compounds, 0.34% hits; in the data active means inhibition above about 28%
PREPL inhibitor: inhibitors of human prolyl oligopeptidase-like enzyme PREPL | Q4J6C6 | recombinant PREPL, fluorescence polarization activity-based probe | inhibition, % at 5.96 µM | 320,000 compounds, 0.68% hits | AID 2751; in the data active means inhibition above about 43%;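 further: 0% = enzyme with DMSO and 100% = wells lacking enzyme; many of its hits are not listed in these tables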
PAFAH2 FP inh: PAFAH2 (human) inhibition. Q99487. recombinant PAFAH2, FP-rhodamine activity probe, fluorescence polarization. inhibition, % at 3.39 µM. 340,000 compounds, 0.99% hits. AID 492956;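 active means inhibition above the mean over all tested compounds plus 3 SD, cut at about 30% in these data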;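 further: inhibitors block probe labeling of enzyme so polarization drops; 0% = enzyme with DMSO and 100% = wells lacking PAFAH2 protein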
LYPLA1 inh: counter-screen for PME1 inhibitors: inhibitors of human LYPLA1 | recombinant LYPLA1, FP-Rh probe fluorescence polarization | inhibition, % at 5.9 µM | 320,000 compounds, 0.16% hits;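 active means inhibition above the mean of all tested compounds plus 3 SD, set per campaign, cut at about 14% in these data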;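 further: inhibitors block serine hydrolase probe labeling of LYPLA1 so polarization falls; 0% = enzyme with DMSO and 100% = wells lacking LYPLA1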
Target sequence (O75608 whole entry, looked up): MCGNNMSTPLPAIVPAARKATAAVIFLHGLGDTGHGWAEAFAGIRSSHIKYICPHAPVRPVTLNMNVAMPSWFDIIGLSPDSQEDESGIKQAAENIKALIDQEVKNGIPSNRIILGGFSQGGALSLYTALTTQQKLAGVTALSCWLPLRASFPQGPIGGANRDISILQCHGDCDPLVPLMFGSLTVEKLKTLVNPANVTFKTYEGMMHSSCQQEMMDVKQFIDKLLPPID
LYPLA2 counter: LYPLA2 (human) inhibition in PME1 counter-screen; O95372; recombinant LYPLA2, FP-Rh probe fluorescence polarization; inhibition, % at 5.9 µM; 320,000 compounds, 0.38% hits;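 active means inhibition above the screen-wide mean plus 3 SD, limit set per campaign, cut at about 26% in these data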;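 further: 0% = LYPLA2 with DMSO and 100% = wells lacking LYPLA2 enzyme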
ZTA DNA inh: ZTA (EBV) inhibition in EBNA-1 counter-screen; P03206; ZTA-DNA binding, fluorescence polarization; inhibition, % at 11 µM; 320,000 compounds, 0.15% hits; in the data active means inhibition above about 33%
Target sequence (P03206 whole entry, looked up): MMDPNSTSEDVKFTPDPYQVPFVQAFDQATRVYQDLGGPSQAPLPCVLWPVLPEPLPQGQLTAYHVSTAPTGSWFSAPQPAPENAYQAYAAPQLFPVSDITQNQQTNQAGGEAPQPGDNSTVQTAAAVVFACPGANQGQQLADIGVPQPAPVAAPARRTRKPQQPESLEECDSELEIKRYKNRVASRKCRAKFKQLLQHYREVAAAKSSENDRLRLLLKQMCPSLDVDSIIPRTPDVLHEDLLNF
pPAFAH FP inh: pPAFAH (human) enzyme inhibition; 330,000 compounds, 1.5% hits; recombinant pPAFAH, FP-rhodamine probe fluorescence polarization; Q13093; inhibition, % at 3.39 µM;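 active means inhibition above the mean inhibition across the screen plus 3 SD, cut at about 25% in these data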;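 further: inhibitors block binding of the rhodamine activity-based probe so polarization drops; 0% = enzyme with DMSO and 100% = wells lacking pPAFAH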
PAFAH1B3 inh: inhibitors of human PAFAH1B3 | Q15102 | recombinant PAFAH1B3, FP-rhodamine probe, fluorescence polarization | inhibition, % at 3.39 µM | 340,000 compounds, 0.28% hits;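 active means inhibition above the screen-wide average of all tested compounds plus 3 SD, cut at about 25% in these data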;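 further: 0% = enzyme with DMSO only and 100% = wells lacking PAFAH1B3 protein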
Target sequence (Q15102 whole entry, looked up): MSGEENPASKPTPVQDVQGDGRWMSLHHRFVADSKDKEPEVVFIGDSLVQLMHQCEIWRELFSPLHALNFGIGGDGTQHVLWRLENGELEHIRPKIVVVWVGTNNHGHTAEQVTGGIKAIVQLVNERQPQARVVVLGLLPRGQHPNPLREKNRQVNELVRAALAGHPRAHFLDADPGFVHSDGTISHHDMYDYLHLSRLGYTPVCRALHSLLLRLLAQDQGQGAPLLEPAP
PAFAH1B2 FP inh: PAFAH1B2 (human) inhibition; P68402; recombinant PAFAH1B2, FP-rhodamine activity probe, fluorescence polarization; inhibition, % at 3.39 µM; 340,000 compounds, 1.2% hits;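 active means inhibition above the mean of all tested compounds plus 3 SD, cut at about 24% in these data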;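 further: 0% = enzyme with DMSO and 100% = wells lacking PAFAH1B2; many of its hits are not listed in these tables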
Target sequence (P68402 whole entry, looked up): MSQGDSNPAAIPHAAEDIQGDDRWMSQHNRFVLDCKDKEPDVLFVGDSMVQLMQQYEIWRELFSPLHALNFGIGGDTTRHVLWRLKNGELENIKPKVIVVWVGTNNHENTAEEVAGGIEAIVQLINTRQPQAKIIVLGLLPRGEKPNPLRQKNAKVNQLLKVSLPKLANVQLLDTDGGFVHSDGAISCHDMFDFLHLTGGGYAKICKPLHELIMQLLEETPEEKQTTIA
* marks the source's active call; other numbers are inactive results; x = not tested or not shown. This is a subset; the hit share may differ from the screen's.

SMILES | EBNA-1 inh | PREPL inhibitor | PAFAH2 FP inh | LYPLA1 inh | LYPLA2 counter | ZTA DNA inh | pPAFAH FP inh | PAFAH1B3 inh | PAFAH1B2 FP inh
COc1cc2c3cc1Oc1cc(ccc1O)C[C@@H]1c4c(cc(OC)c(O)c4Oc4ccc(cc4)C[C@H]3N(C)CC2)CCN1C | -2 | 40 | -7 | 3 | 3 | 5 | 4 | 5 | -4
C/C=C1/CN2[C@@H]3C4CO[C@@H]3c3c([nH]c5cc(OC)ccc35)[C@@H]2CC14 (stereo not given in full) | 7 | 0 | 0 | -1 | 4 | 18 | 6 | 6 | 2
COc1ccc(CCNCc2ccc(OC)c(OC)c2OC)cc1 | -1 | -6 | 0 | -3 | -7 | -1 | 0 | 11 | -1
CN(C)P(=O)(NC(=O)c1cccn1C)N(C)C | -6 | 8 | 0 | -4 | -10 | 1 | -8 | 3 | 2
COC(=O)C1=C(c2ccc(OC)c(OC)c2)C[C@@H]2CC[C@H]1N2C(=O)N1CCOCC1 | x | 16 | -3 | 4 | 8 | -19 | 1 | 13 | -7
C/C(=N\N1CCCCCC1)c1c(O)n(-c2ccc(C)cc2)c(=O)[nH]c1=O | 2 | 1 | 1 | -3 | 9 | 1 | 2 | -1 | -4
Cc1cc(NC(=O)COC(=O)c2c(C)nn(Cc3ccccc3Cl)c2C)no1 | 11 | 7 | -3 | 1 | 7 | 5 | 1 | 1 | -1
COc1ccc2c3c1OC1[C@H](O)CCC4[C@@H](C2)N(C)CC[C@]314 (stereo not given in full) | x | 11 | 2 | x | x | x | 35* | 5 | 0
CC1(C)C[C@H]2C=C(C=O)[C@]3(C=O)C[C@]3(C)[C@H]2C1 | -8 | 22 | -4 | 1 | 3 | 12 | 19 | 10 | 9
Cc1ccc(N)c(C)c1 | x | 9 | 1 | -2 | 1 | 5 | 3 | 5 | -1
O=c1[nH]c(=S)[nH]c(O)c1N=Nc1cc2c(cc1[N+](=O)[O-])OCO2 | -7 | -1 | -18 | -1 | 2 | 9 | 0 | -3 | -5
COc1cc2c(cc1OC)C(C(=O)N1CCC3(CC1)OCCO3)C(c1ccccc1F)N(C)C2=O (stereo not given) | 11 | 3 | 6 | -5 | -1 | -3 | 2 | 5 | 7
COc1ccccc1NC1(C#N)CCCCC1 | 8 | 2 | 4 | -1 | 2 | 2 | 2 | -1 | -6
O=C(COC(=O)Cc1ccccc1)Nc1ccc(Cl)cn1 | -20 | 0 | 6 | 3 | 1 | -7 | 16 | 8 | 0
CCC(=NCCc1c[nH]c2ccccc12)c1c(O)n(-c2ccc(C)cc2)c(=O)[nH]c1=O | 6 | 44* | 2 | -3 | -4 | 1 | 0 | 5 | -3
CCOC(=O)C1(CCc2ccccc2)CCN(Cc2csc(C(C)=O)c2)CC1 | -14 | -48 | 5 | 1 | 2 | 5 | -2 | 5 | -5
CN1OCC2Cn3c(nc4ccccc43)C21 (stereo not given) | -4 | 3 | 12 | -1 | 1 | 10 | -2 | 7 | 7
O=C(O)c1cc[c]([Hg][Cl])cc1 | 1 | -6 | 3 | 0 | 4 | 5 | 18 | -4 | 3
c1cc2c(cc1CCNC1C3CC4CC(C3)CC1C4)OCO2 (stereo not given) | 7 | -13 | -1 | 1 | -4 | 1 | -5 | 2 | 13
O=C(CCCN1CCC(n2c(=O)[nH]c3ccccc32)CC1)c1ccc(F)cc1 | 9 | 0 | 0 | 3 | 7 | 0 | 8 | 8 | 7
Cc1ccc(N2C(=O)NC(=O)C3(Cc4ccccc4N4CCCC43)C2=O)cc1 (stereo not given) | 6 | 7 | -2 | 0 | -1 | 1 | 5 | 6 | 0
COc1cccc(C(=O)C2CCCN(Cc3ccccn3)C2)c1 (stereo not given) | -8 | 2 | -10 | 0 | 4 | -13 | 1 | -2 | -2
CC(C)N(CC#CCC1(O)c2ccccc2-c2ccccc21)C(C)C | 10 | 19 | -18 | -3 | 2 | -8 | 4 | 3 | 0
CCCCOC(=O)C1=C(N)OC2=C(C(=O)CC(C)(C)C2)[C@]12C(=O)N(C)c1ccccc12 | -2 | 9 | 12 | 3 | 2 | -10 | 4 | 13 | 2
COc1ccc(-n2c(O)c(C=NCCN3CCN(C(C)=O)CC3)c(=O)[nH]c2=S)cc1 | 0 | -5 | -7 | -4 | -11 | 3 | 7 | 9 | -2

Further records
SMILES | EBNA-1 inh | PREPL inhibitor | PAFAH2 FP inh | LYPLA1 inh | LYPLA2 counter | ZTA DNA inh | pPAFAH FP inh | PAFAH1B3 inh | PAFAH1B2 FP inh
Cc1ccc2c(c1)=C/C(=C\c1c(O)[nH]c(=S)[nH]c1=O)C(=O)N=2 | -6 | 1 | x | -1 | 3 | -11 | 6 | x | x
O=C1/C(=C\c2ccncc2)N2CCC1CC2 | -7 | 17 | x | 0 | -10 | 2 | -2 | x | x
O=c1cccc2n1CC1CNC[C@H]2C1 | -1 | 12 | -1 | -4 | -5 | 1 | -5 | -2 | 5
O=c1cccc2n1CC1CC2CN(S(=O)(=O)c2cc(Cl)ccc2Cl)C1 (stereo not given) | 1 | 9 | 5 | -1 | 6 | 12 | 2 | 6 | 8
Cc1ccc2c(c1)CC1(CN2C)C(=O)NC(=O)N(C(C)C)C1=O (stereo not given) | 1 | -5 | -14 | -4 | -4 | 8 | 3 | 4 | 5
O=C(O)c1ccc(NC(=O)N2C[C@H]3C[C@@H](C2)c2cccc(=O)n2C3)cc1 | -12 | 3 | -4 | 0 | 3 | -4 | 4 | -3 | 3
O=C(c1c[nH]c2ccc(S(=O)(=O)N3CCOCC3)cc2c1=O)N1CCC2(CC1)OCCO2 | -14 | 14 | 8 | 1 | -4 | 11 | -4 | 4 | 4
Cc1ccc(-c2nn(Cc3ccccc3)cc2C=O)cc1 | -7 | 8 | -2 | 1 | -4 | -7 | 6 | -10 | 0
CC1=NN(c2ccccc2)C(=O)C1/C=C1\C(=O)NC(=O)N(c2ccc(C)c(C)c2)C1=O (stereo not given) | 8 | 5 | 9 | 5 | 4 | 3 | 2 | 9 | -3
Cn1c(C(=O)N2CCC3(CC2)OCCO3)cc2c(=O)n(C)c3ccccc3c21 | 6 | 3 | 5 | 1 | -3 | 5 | 2 | 0 | -1
O=S1(=O)N(Cc2ccc(F)cc2)CCCN1Cc1ccccc1Cl | 3 | -3 | -3 | -5 | -3 | 10 | 2 | 2 | 6
CCOP(=O)(OCC)c1cccc(O)c1 | 6 | 1 | 7 | -2 | 0 | 11 | 1 | 5 | 1
CC1=CC(=O)NP(=O)(Oc2ccc3ccccc3c2)N1 (stereo not given) | -2 | 0 | 45* | 1 | 11 | 2 | 4 | 6 | 6
O=C1NC(=O)C2(Cc3cc([N+](=O)[O-])ccc3N3CCN(C(=O)c4ccccc4)CC32)C(=O)N1 (stereo not given) | 2 | 13 | 3 | 1 | 2 | -13 | 1 | 4 | 4
Cc1ccc(-n2c(O)c(C=NCCN3CCOCC3)c(=O)[nH]c2=O)cc1 | 7 | 4 | -9 | 2 | -1 | 15 | 2 | 5 | 6
COc1ccccc1N1CCN(C(CNC(=O)Oc2ccccc2)c2cccnc2)CC1 (stereo not given) | 6 | 1 | 4 | 1 | 0 | -18 | 4 | -1 | 4
CCOP(=O)(OCC)c1cccc(OP(=O)(c2cccc([N+](=O)[O-])c2)c2cccc([N+](=O)[O-])c2)c1 | 7 | -2 | x | -3 | -5 | 4 | 1 | x | x
O=C1/C(=C/c2cccc([N+](=O)[O-])c2)N2CCC1CC2 | 7 | 2 | -2 | 3 | 6 | -8 | 6 | -3 | -3
CCN(CCNc1ccc([N+](=O)[O-])c2cccnc12)S(=O)(=O)c1ccccc1 | 3 | -4 | -9 | -4 | 2 | 6 | 2 | 9 | 1
CCCCOC(=O)c1ccccc1C(=O)OCCCC | x | 0 | 3 | 1 | 0 | -2 | 4 | 8 | 4
O=C1NC(=O)N(Cc2ccc(F)cc2)C(=O)/C1=C\C=C\c1ccco1 | 0 | 19 | 26 | -2 | 0 | 6 | 36* | 8 | 30*
Cc1nc2ccc(P(=O)(O)O)cc2s1 | 2 | 1 | x | -2 | -6 | 6 | 3 | x | x
COc1cc(/C=C2/C(=O)NC(=O)N(c3ccccc3)C2=O)ccc1O | -6 | 6 | 1 | -4 | 0 | 20 | 11 | -7 | 2
Cc1ccc(-c2nc3ccccc3c(=O)n2-c2cccnc2)cc1 | -3 | 6 | -5 | 3 | 1 | -19 | -7 | 13 | 6
CSc1ccc(CN2CCN(C(=O)Cc3ccccc3)CC2)cc1 | 5 | 5 | x | 0 | -1 | -4 | 1 | x | x

One compound at a time (already shown).
O=C1NC(=O)N(Cc2ccc(F)cc2)C(=O)/C1=C\C=C\c1ccco1 is entered as EBNA-1 inh = 0; PREPL inhibitor = 19; PAFAH2 FP inh = 26; LYPLA1 inh = -2; LYPLA2 counter = 0; ZTA DNA inh = 6; pPAFAH FP inh = 36*; PAFAH1B3 inh = 8; PAFAH1B2 FP inh = 30*
CCOP(=O)(OCC)c1cccc(OP(=O)(c2cccc([N+](=O)[O-])c2)c2cccc([N+](=O)[O-])c2)c1 is entered as EBNA-1 inh = 7; PREPL inhibitor = -2; PAFAH2 FP inh = x; LYPLA1 inh = -3; LYPLA2 counter = -5; ZTA DNA inh = 4; pPAFAH FP inh = 1; PAFAH1B3 inh = x; PAFAH1B2 FP inh = x

(continued)
SMILES | EBNA-1 inh | PREPL inhibitor | PAFAH2 FP inh | LYPLA1 inh | LYPLA2 counter | ZTA DNA inh | pPAFAH FP inh | PAFAH1B3 inh | PAFAH1B2 FP inh
CCC(=NC1CC1)c1c(O)n(C2CCCCC2)c(=O)[nH]c1=O | -14 | -6 | 4 | -4 | -1 | -14 | 0 | 6 | 1
O=c1c2ccccc2nc(-c2ccoc2)n1-c1ccccc1Cl | -15 | 10 | 4 | -3 | -3 | 3 | -1 | 0 | 6
CC(C)(C)n1c(O)c(C=Nc2ccc3c(c2)CCC3)c(=O)[nH]c1=O | -2 | 8 | 4 | -1 | -4 | -6 | 3 | 12 | -6
CC(C)=CCN1CC[C@@]2(C)c3cc(O)ccc3CC1C2C (stereo not given in full) | x | 5 | 2 | x | x | x | 0 | 5 | 1
COc1ccc(CC2(CCc3ccncc3)C(=O)NC(=O)NC2=O)c(OC)c1 | -1 | 8 | 6 | 2 | -3 | -22 | 6 | 2 | 7
c1csc(CN2CCNCC2)c1 | -7 | 6 | 9 | -1 | -8 | 0 | -2 | 4 | -1
COc1c(C)cc(C(=O)C2CCCN(Cc3cccc(C)n3)C2)cc1C (stereo not given) | 7 | -1 | 1 | 0 | 2 | 0 | 7 | 3 | 0
COC(=O)C1=C(c2ccc(-c3ccccc3)c(F)c2)C[C@@H]2CC[C@H]1N2C(=O)NC1CCCCC1 | x | 14 | -12 | -4 | -3 | -3 | -3 | 7 | -6
COc1ccccc1OCCCn1cc(C=O)c2ccccc21 | -5 | -4 | 4 | 0 | 0 | -3 | 5 | 7 | 1
COc1ccccc1N1CCN(Cc2cc(C)c(C)cc2O)CC1 | 1 | 18 | -4 | -5 | -4 | 2 | 3 | 11 | -4
CCN(CC)C(=O)c1ccc(NC(=O)CNC(C)c2cccc3ccccc23)cc1 (stereo not given) | -3 | -11 | -10 | -2 | 5 | 7 | 10 | 0 | 9
CC[C@H]1CN2CC[C@@]3(C(=O)Nc4ccccc43)[C@@H]2C[C@@H]1/C(=C\OC)C(=O)OC | 3 | 12 | x | -1 | -1 | 9 | 3 | x | x
COc1ccc(CC(C)Nc2cccc(F)c2)cc1 (stereo not given) | -10 | 6 | 7 | 1 | 2 | 0 | -3 | -6 | 5
CCN(CC(=O)Nc1ccc(C#N)c(Cl)c1)CC(=O)NC(C)(C)C | -5 | -1 | -5 | 0 | 0 | -3 | 2 | 9 | 2
OCCOCC#CCN1CCOCC1 | -1 | 4 | 9 | 4 | -1 | -4 | 0 | 2 | 3
CCOC(=O)N(CC)c1ccc(C(O)(C(=O)OC)C(F)(F)F)cc1 (stereo not given) | -4 | -10 | -4 | -5 | -2 | -2 | 0 | 2 | 3

Compound activity from PubChem BioAssay.
